Bioassay records from PubChem.
miR122 inh – miR-122 Renilla sensor signal increase in Huh7, primary screen, miR-122 inhibitor project, cell-based, single point, plate reader. Huh7 miR-122 Renilla luciferase sensor, 48 h; neutral wells = 0, positive control = 100. AID 602342, 2012. activation (reporter increase), % at 12.5 µM. hit rate 0.3% among 340,000;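 active = mean replicate activation score at least 90 and every replicate individually at or above 90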;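 note: higher luciferase means less miR-122 activity so hits act as miR-122 inhibitors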
SIRT5 block – SIRT5 desuccinylase inhibitors, primary screen, biochemical, fluorescence imaging, single point, set 5; hit rate 1.1% among 330,000; Purified SirT5, succinyl-peptide AMC, trypsin-coupled fluorescence; NAD-dependent protein deacylase sirtuin-5, mitochondrial (Homo sapiens), Q9NXA8; inhibition, % at 15 µM; AID 652115, 2013; in the data active = inhibition above about 15%
Target sequence (Q9NXA8 whole entry, looked up): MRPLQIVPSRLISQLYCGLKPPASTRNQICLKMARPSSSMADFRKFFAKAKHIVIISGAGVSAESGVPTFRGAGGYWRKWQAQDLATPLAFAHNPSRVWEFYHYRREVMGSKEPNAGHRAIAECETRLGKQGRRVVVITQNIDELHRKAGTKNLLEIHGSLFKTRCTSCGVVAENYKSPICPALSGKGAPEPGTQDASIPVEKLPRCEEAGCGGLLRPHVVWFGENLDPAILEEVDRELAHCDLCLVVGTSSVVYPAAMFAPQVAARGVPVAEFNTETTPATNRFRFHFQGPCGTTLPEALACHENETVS
Cneo AK release – Cryptococcus neoformans cell lysis inducers, primary screen, AK release luminescence, single concentration. C. neoformans lysis, adenylate kinase release luminescence, 4 h; normalised: neutral wells 0, clomiphene wells 100. lysis activity, % at 15 µM. hit rate 0.2% among 360,000;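 active = mean lysis activity across replicates of at least 80%, whatever share of replicates individually reach that level; inactive = mean lysis activity below 80%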
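Material: C. neoformans cells | Amount: Yeast cell density of 5 × 10^6 cells/mL | Medium: Fresh YPD growth medium | Dosing: Single dose | Times: Static 4 h at 37 °C with compound, 1 h detection | Detection: AK luminescence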
esBAF inh – Bmi1 luciferase reporter increase in mESCs, primary screen, esBAF inhibitor project, mouse ES cells, Bmi1 luciferase knock-in, single point. hit rate 2% among 350,000. 24 h; 100% = twice the neutral-well signal. reporter increase, % at 12.5 µM; in the data active = activation above about 40%;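 note: 0% = median of the plate's neutral control wells and 100% = double that signal; a rise in the Bmi1 reporter signal indicates esBAF inhibition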
ERp5 inh – inhibitors of ERp5-driven insulin aggregation, primary screen, biochemical, turbidity, absorbance 650 nm, single point. hit rate 0.05% among 350,000. AID 651711, 2012. inhibition, % at 9.99 µM. 90 min. Protein disulfide-isomerase A6 (Homo sapiens), Q15084;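 active = mean replicate inhibition above about 25%, with every replicate also reaching it, limit read from the data, passing the limit was not always enough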
Target sequence (Q15084 whole entry, looked up): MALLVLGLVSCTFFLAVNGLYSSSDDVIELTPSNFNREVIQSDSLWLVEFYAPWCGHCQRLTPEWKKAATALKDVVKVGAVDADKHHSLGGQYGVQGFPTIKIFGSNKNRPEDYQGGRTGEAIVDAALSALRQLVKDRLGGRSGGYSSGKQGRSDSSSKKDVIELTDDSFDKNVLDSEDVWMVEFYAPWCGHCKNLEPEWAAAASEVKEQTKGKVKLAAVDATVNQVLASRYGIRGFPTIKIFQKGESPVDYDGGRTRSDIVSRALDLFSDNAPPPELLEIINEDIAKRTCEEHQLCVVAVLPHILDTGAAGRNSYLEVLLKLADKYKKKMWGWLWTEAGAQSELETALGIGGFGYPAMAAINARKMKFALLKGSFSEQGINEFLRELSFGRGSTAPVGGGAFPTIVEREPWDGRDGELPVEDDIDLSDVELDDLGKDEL
C2C12 statin – suppressors of statin myotoxicity in C2C12 myotubes, primary screen, cell-based, single point, plate reader | C2C12 myotubes + simvastatin, ATP luminescence, 48 h; scaled: DMSO 0, geranylgeraniol control 100 | rescue of ATP level, % at 7.49 µM | hit rate 0.78% among 330,000 | AID 602340, 2012;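 active = mean ATP rescue above about 67%, or every replicate alone reaching that limit, limit read from the data, passing the limit was not always enough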;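 note: myotubes were challenged with 10 µM simvastatin during compound exposure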
ARNT TACC3 PPI – disruptors of ARNT/TACC3 protein interaction, primary screen, biochemical, AlphaScreen, single concentration; inhibition, % at 9.99 µM; AlphaScreen His-ARNT PAS-B/GST-TACC3 binding, luminescence; TACC3 fragment carries E629A point mutation; hit rate 0.66% among 390,000; AID 623870, 2012; Transforming acidic coiled-coil-containing protein 3 (Homo sapiens), Q9Y6A5;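 active = mean inhibition of replicates at least 50% and at least half of replicates each reaching 50%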;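 note: 0% = complete ARNT plus TACC3 wells and 100% = ARNT alone without TACC3; many hits fall short of the cut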
* hit, by the source's call; . = no result given; [ ] = another dose, or the depositor's remark. Hits appear at their usual frequency; about 4% have a hit in one of these screens.

SMILES	miR122 inh	SIRT5 block	Cneo AK release	esBAF inh	ERp5 inh	C2C12 statin	ARNT TACC3 PPI
COc1ccccc1OCCn1c(C)c(C=O)c2ccccc21	-5.1	-0.4	0.4	6.6	-1.4	13.8	5.0
CC(=O)c1ccc(NC(=O)CN2CCC(NC(=O)c3ccccc3C)CC2)cc1	1.4	0.4	6.3	11.4	-5.9	-0.6	.
Cc1cccc2cc(CN(CCN3CCOCC3)C(=O)Nc3ccccc3F)c(=O)[nH]c12	-4.9	-5.9	1.1	9.4	1.0	7.9	-1.0
CCOc1cc(/C=C2/N=C(c3ccc(C(C)(C)C)cc3)OC2=O)cc(Cl)c1OS(C)(=O)=O	-2.6	.	-1.4	-3.5	.	0.2	8.6
COc1ccc(NC(=O)COc2ccccc2Cc2ccccc2)cn1	2.1	-6.4	0.3	-3.0	5.8	6.2	.
Cc1ccccc1N1CC(C(=O)Nc2ccncc2)CC1=O (configuration not stated)	.	-4.1	4.1	-3.1	3.8	2.1	-7.6
CC/C(=N\NC(=O)c1nnn(-c2nonc2N)c1CN(C)c1ccccc1)c1ccccc1	-5.4	-2.9	5.9	-1.5	1.1	-7.3	-5.2
COc1ccc(NC(=S)N(Cc2cccnc2)Cc2ccco2)cc1	.	-0.1	.	.	6.8	.	-0.8
COc1cccc(CC2(CO)CCCN(C/C=C/c3ccccc3OC)C2)c1 (configuration not stated)	-0.7	0.1	0.3	-21.7	0.4	12.4	5.6
CCCCc1nnc(SC(C)C(=O)Nc2nccs2)n1C (configuration not stated)	.	1.4	0.2	.	-4.2	.	-4.7
CCOC(=O)[C@H]1[C@H]2COc3ccc(Br)cc3[C@@H]2N2C(=O)c3ccc(Cl)cc3NC(=O)[C@@]12C	-5.8	.	1.4	4.4	10.7	7.2	0.6
CC(=O)c1ccc(NC(=O)N[C@@H](CC(C)C)C(=O)O)cc1	.	.	-6.7	-8.8	.	3.7	-5.5
CNC[C@H]1Oc2cc(C#Cc3ccc(F)cc3)ccc2S(=O)(=O)N([C@@H](C)CO)C[C@H]1C	2.0[16.7 µM]	-2.5	-0.2	-2.6	.	-18.0	14.4
O=C(Cc1c(F)cccc1Cl)NCCCn1ccnc1	-1.0	.	0.9	2.7	.	6.1	-3.8
Cc1cccc(C)c1NC(=O)C1(C)CCC(=O)N1CCOc1ccccc1 (configuration not stated)	-6.2	-2.0	1.5	-1.7	-4.0	20.1	.
O=C(Cc1ccc(Cl)cc1)NCC(=O)N1CCCCC1	.	2.3	.	.	1.8	.	-0.8
C[C@H]1CN([C@@H](C)CO)C(=O)CCCn2cc(nn2)CO[C@H]1CN(C)CC1CCCCC1	-2.5[16.7 µM]	.	.	-4.2	.	-14.0	.
O=C1c2ccccc2NC(c2ccccc2Br)N1CCCN1CCOCC1 (configuration not stated)	4.0	.	0.3	.	.	.	8.6
Cc1ccc(O)c(-c2cc(-c3cccc(F)c3)n[nH]2)c1	-24.3	.	-3.1	25.0	.	8.3	-0.9
COc1ccc(-c2cn3c(C)c(C(=O)N4CCc5ccccc5C4)sc3n2)cc1	.	.	0.4	11.5	.	-27.7	7.7
CCOC(=O)Cc1csc(NC(=O)COc2ccccc2)n1	2.3	.	.	-2.6	.	7.0	-22.9
COc1ccc(S(=O)(=O)N2CCN(Cc3cc(=O)n4ccccc4n3)CC2)cc1	-6.3	3.4	0.3	5.6	-2.1	-3.4	-6.5
O=C1c2ccccc2S(=O)(=O)N1CCOc1ccccc1	-4.2	.	0.4	41.5	.	-24.9	-4.0
O=C(NCCCN1C(=O)c2ccccc2C1=O)OCc1ccccc1	4.6	-1.0	.	-9.5	0.4	1.1	.
Cc1ccc2nc(-c3cccc(NC(=O)c4ccc5c(c4)OCCO5)c3)oc2c1	1.0	-1.6	-3.2	6.9	-4.6	110.0*	-5.6

Overlap with the part before: four entries; new compounds follow.
SMILES	miR122 inh	SIRT5 block	Cneo AK release	esBAF inh	ERp5 inh	C2C12 statin	ARNT TACC3 PPI
COc1ccc(S(=O)(=O)N2CCN(Cc3cc(=O)n4ccccc4n3)CC2)cc1	-6.3	3.4	0.3	5.6	-2.1	-3.4	-6.5
O=C1c2ccccc2S(=O)(=O)N1CCOc1ccccc1	-4.2	.	0.4	41.5	.	-24.9	-4.0
O=C(NCCCN1C(=O)c2ccccc2C1=O)OCc1ccccc1	4.6	-1.0	.	-9.5	0.4	1.1	.
Cc1ccc2nc(-c3cccc(NC(=O)c4ccc5c(c4)OCCO5)c3)oc2c1	1.0	-1.6	-3.2	6.9	-4.6	110.0*	-5.6
CC(=O)N(c1ccc2oc(=O)sc2c1)S(=O)(=O)c1ccc(C(=O)O)cc1	.	20.2*	-1.4	-5.1	0.9	6.6	4.7
O=C(CSc1ccc(Cl)cc1)N1CCN(c2ncc(C(F)(F)F)cc2Cl)CC1	-3.9	.	-2.0	1.7	.	9.7	-21.1
CCOc1ncccc1C(=O)NCc1ccc(C)cc1	-1.4	-7.3	-1.6	-1.9	-10.2	-7.6	0.9
CCOCCOC(=O)Cn1cnc2scc(-c3ccc(C)cc3)c2c1=O	4.1	-9.6	1.2	-2.8	-0.1	3.3	-5.6
COc1ccc(S(=O)(=O)Nc2ccc3c(c2)C(=O)N([C@H](C)CO)C[C@H](C)[C@H](CN(C)S(C)(=O)=O)O3)cc1	1.6[16.7 µM]	-0.3	-1.9	-0.3	-7.1	.	.
C[C@H](CO)N1C[C@H](C)[C@H](CN(C)C(=O)Nc2cccc3ccccc23)Oc2ccc(NC(=O)Nc3ccc(C(F)(F)F)cc3)cc2C1=O	-22.1[16.7 µM]	.	0.0	-0.2	.	44.6	21.7
COc1cc(CC2COC(c3ccc(O)c(OC)c3)C2COC(C)=O)ccc1O (configuration not stated)	-3.8	6.6	-0.5	3.5	-0.5	10.5	3.3
NNC(=O)c1ccc(COc2cccc3ccccc23)o1	4.3	-0.9	-5.0	-2.6	-4.2	5.3	-5.0
CC(C)(C)C(=O)N1CCN(CCN2C(=O)c3cccc4cccc(c34)C2=O)CC1	0.5	3.0	0.0	-7.8	-3.7	2.2	-1.2
C[C@H]1CN([C@@H](C)CO)C(=O)c2cc(NC(=O)CCC(F)(F)F)ccc2O[C@H]1CN(C)C(=O)Nc1ccccc1	10.0[16.7 µM]	9.7	-5.6	2.2	-1.5	3.0	1.7
Cc1ccc(/C=N/NC(=O)c2cc(-c3ccccc3)nc3ccccc23)o1	1.8	1.8	-0.1	-9.4	2.7	-10.1	6.7
COc1ccc(NC(=O)CCn2c(=S)[nH]c3ccccc3c2=O)cc1OC	-3.2	-0.6	-0.2	-5.0	2.6	-7.2	-7.3
CCCCN1C(=O)C(NC(C)=O)c2cc(Br)ccc21 (configuration not stated)	2.9	.	3.0	-8.6	.	-14.0	-1.6
CCc1nnc(NC(=O)c2nc(S(=O)(=O)Cc3ccc(C)cc3)ncc2Cl)s1	-21.6	0.5	-1.4	-26.3	4.7	-81.6	1.2
C/C(=N\OC(=O)Nc1ccccc1)c1ccc(C)cc1	.	-1.7	.	.	4.5	.	-2.7
CCc1ccc(NC(=O)CCNS(=O)(=O)c2cccc3nonc23)cc1	14.5	.	2.2	5.3	.	-0.9	-0.6
CC1CC(C)CN(C(=O)CSc2nnc3ccccn23)C1 (configuration not stated)	.	1.4	1.4	-1.5	1.4	7.5	2.7
Cc1onc(-c2c(F)cccc2Cl)c1C(=O)N1CCN(c2ncc(Br)cn2)CC1	.	-2.0	.	.	0.3	.	-12.5
CCOC(=O)Cn1cnc2c(cnn2-c2ccccc2)c1=O	-3.8	-4.4	-9.0	18.0	1.1	1.7	3.9
CCCC(=O)Nc1ccc2c(c1)OC[C@H](C)N(Cc1ccc(-c3ccccn3)cc1)C[C@H](C)[C@H](OC)CN(C)C2=O	5.0[16.7 µM]	8.2	-2.3	9.0	-5.8	-0.5	-0.3
Cc1ccc2cc(C=O)c(N3CCOCC3)nc2c1C	-5.4	-1.6	-2.4	-3.1	3.6	-4.3	-15.4
NC(=O)COc1ccc(C(=O)NCC2(N3CCOCC3)CCCCC2)cc1	-2.9	-6.0	0.1	6.7	8.5	10.7	-5.0
CCOC(=O)c1nnn(CC(=O)N2N=C(c3ccc(Cl)cc3)CC2c2ccc(OC)cc2)c1C(=O)OCC (configuration not stated)	-6.6	.	-0.1	-6.1	.	31.5	-5.1
CO[C@@H]1CN(C)C(=O)c2ccc(NC(=O)C3CC3)cc2OC[C@H](C)N(C(=O)C2CCOCC2)C[C@H]1C	3.3[16.7 µM]	-6.5	0.9	1.9	-0.6	-10.1	-7.4
Cc1cccc(Cn2cnc3c(sc4nc(C)cc(C)c43)c2=O)c1	-2.1	-1.7	-2.3	-2.4	-0.3	-5.1	-5.2

A different layout for 2 compounds above:
| Compound | miR122 inh | SIRT5 block | Cneo AK release | esBAF inh | ERp5 inh | C2C12 statin | ARNT TACC3 PPI |
| --- | --- | --- | --- | --- | --- | --- | --- |
| COc1ccc(NC(=O)CCn2c(=S)[nH]c3ccccc3c2=O)cc1OC | -3.2 | -0.6 | -0.2 | -5.0 | 2.6 | -7.2 | -7.3 |
| Cc1onc(-c2c(F)cccc2Cl)c1C(=O)N1CCN(c2ncc(Br)cn2)CC1 | . | -2.0 | . | . | 0.3 | . | -12.5 |

Further structures.
SMILES	miR122 inh	SIRT5 block	Cneo AK release	esBAF inh	ERp5 inh	C2C12 statin	ARNT TACC3 PPI
CCN1CCN(C(=O)c2cc3nc(-c4ccccc4)cc(C(F)(F)F)n3n2)CC1	.	1.1	2.1	7.8	2.4	-64.5	1.0
COc1ccc(CN(C)C[C@@H]2Oc3ccc(NS(=O)(=O)c4ccc(C)cc4)cc3C(=O)N([C@H](C)CO)C[C@H]2C)cc1	5.4[16.7 µM]	-2.9	0.2	-4.3	3.1	25.7	-1.7
Cc1cc(C)c(NC(=S)NCC2CCN(C(C)c3ccccc3)C2)c(C)c1 (configuration not stated)	4.0	-5.5	-1.6	-11.5	0.3	-18.2	-2.5
CN(C)Cc1cn(CC[C@@H]2CC[C@@H](NS(=O)(=O)c3ccc(-c4ccccc4)cc3)[C@@H](CO)O2)nn1	-15.5[16.7 µM]	-6.1	-15.4	6.3	-0.7	5.9	14.5
Cc1ccc2nc(SCc3ccc([N+](=O)[O-])cc3)[nH]c2c1	-0.1	.	1.7	13.8	.	-21.2	-2.0
O=C(N[C@@H]1CC[C@@H](CCn2cc(C3(O)CCCC3)nn2)O[C@@H]1CO)C1CCC1	.	0.8	-2.9	2.5	-6.2	-1.3	7.6
CCN(CC)c1nc(C(N)=O)cc(-c2ccccc2)n1	-6.7	.	4.2	-9.5	.	-21.8	-9.2
COc1cc(OC)cc(-c2nnc(Nc3nc4c(F)cccc4s3)o2)c1	-0.1	.	.	-20.8	.	-5.1	6.2
COc1ccc(NC(=O)CNC(=O)c2cccs2)cc1Cl	-6.1	-2.0	6.1	6.1	3.2	-36.9	-0.7
CCN(c1ccc(NC(=O)COC(=O)C2CCN(c3ccc(C(F)(F)F)cn3)CC2)cc1)C(C)C	-3.5	-4.3	0.0	6.8	2.5	4.2	-2.0
Oc1cccc(-c2nc3ccccc3s2)c1	3.1	.	-12.4	-25.2	.	.	-2.0
Cc1noc(C)c1S(=O)(=O)N(C)C[C@H]1OCCCC[C@@H](C)Oc2ccc(NC(=O)Nc3ccccc3)cc2C(=O)N([C@H](C)CO)C[C@@H]1C	-4.7[16.7 µM]	-0.9	-2.3	-6.8	-0.1	.	-12.0

Entries above marked active in SIRT5 block:
molecule	miR122 inh	SIRT5 block	esBAF inh	ERp5 inh	ARNT TACC3 PPI
CC(=O)N(c1ccc2oc(=O)sc2c1)S(=O)(=O)c1ccc(C(=O)O)cc1	.	20.2*	-5.1	0.9	4.7
